Screens deposited in PubChem BioAssay by several laboratories.
CHOP inhibitor: CHOP inhibition in unfolded protein response. CHO-K1 CHOP-promoter luciferase, tunicamycin-induced, 15-18 h. 3.8% of 220,000 active. inhibition, % at 10 µM;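 active means compounds that reduced the stress-induced luciferase reporter signal by more than about 70% of percent inhibition, limit read from the data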;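 further: 0% = tunicamycin plus vehicle and 100% = wells without tunicamycin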
NPY2 pot ag: potentiators or agonists of human neuropeptide Y receptor Y2; P49146; cells expressing NPY-Y2, potentiator/agonist read-out; activation, % at 3.6 µM; 0.45% of 220,000 active; AID 1359; in the data active means activation above about 27%;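 further: cells stimulated with NPY near EC25 plus isoproterenol at EC100; 0% = vehicle plus submaximal agonist and 100% = vehicle plus saturating agonist; some results beyond the cut were filed as inactive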
NPY-Y1 antag: NPY-Y1 (human) receptor antagonism; P25929; HEK293-CNG Y1 cells, membrane potential fluorescence; NPY at EC95, then isoproterenol; inhibition, % at 3.6 µM; 1% of 200,000 active; AID 1040;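 active means inhibition above the campaign mean inhibition of all tested compounds plus 3 SD, cut at about 20% in these data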;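 further: 0% = DMSO wells given NPY plus isoproterenol and 100% = isoproterenol alone without NPY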
Target sequence (P25929 whole entry, looked up): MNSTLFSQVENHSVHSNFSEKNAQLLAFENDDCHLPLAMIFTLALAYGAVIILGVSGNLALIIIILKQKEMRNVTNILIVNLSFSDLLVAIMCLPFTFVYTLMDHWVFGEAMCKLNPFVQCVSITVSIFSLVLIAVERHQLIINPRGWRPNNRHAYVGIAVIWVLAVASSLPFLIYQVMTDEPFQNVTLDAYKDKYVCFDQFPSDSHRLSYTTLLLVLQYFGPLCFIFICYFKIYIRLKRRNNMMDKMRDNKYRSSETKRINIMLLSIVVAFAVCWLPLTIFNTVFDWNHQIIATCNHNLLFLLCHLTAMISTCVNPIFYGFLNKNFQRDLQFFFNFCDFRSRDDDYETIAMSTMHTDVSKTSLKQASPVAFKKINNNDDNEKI
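Benchmarks – high control isoproterenol alone, low control NPY with isoproterenol · Material – HEK293 Y1/CNG channel cell line · Times – dye 3 h, compound 60 min room temperature, stimulation 45 min · Probe or stimulus – NPY (25 nM), isoproterenol (1 µM), Ro 20-1724 (25 µM) · Evaluation – % inhibition of NPY effect · Signal – fluorescence, membrane potential probe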
zfTRPN1 agonist: agonists of zebrafish TRPN1 channel. 0.18% of 220,000 active. activation, % at 3 µM. HEK293 zebrafish TRPN1-YFP, Fluo-8 calcium fluorescence; 100% = response to 87 µM carbachol;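 active means activation above its plate's cutoff, the mean activation of test wells on that plate plus 3 SD, cut at about 19% in these data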;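 further: 0% = DMSO alone and 100% = 87 µM carbachol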
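Material: zebrafish TRPN1-YFP in HEK293 cells. Doses: one dose of 3 µM, 0.3% DMSO. Incubation: dye 1 h 37 °C plus 30 min RT. Measured by: intracellular calcium fluorescence with Fluo-8.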
S1P4 ag: activates the human S1P4 receptor | O95977 | S1P4-expressing cell line, agonist reporter assay | activation, % at 4.98 µM | 0.35% of 220,000 active; in the data active means activation above about 11%;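 further: 0% = DMSO vehicle and 100% = reference agonist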
EP2 modulator: EP2 receptor (human) modulation; EP2-expressing cells, cAMP HTRF FRET, PGE2 co-stimulation; 0.83% of 260,000 active; P43116; induction, % at 25 µM;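 active means compounds whose cAMP rise, as percent of the full-agonist control response, exceeds 60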;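 further: rat C6 glioma line stably carrying human EP2 under a CMV promoter; the protocol text gives 20 µM as final concentration; 100% = response of wells given 1 µM PGE2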
NPY-Y1 PAM-ag: human NPY-Y1 potentiation or agonism, primary screen; P25929; NPY-Y1 expressing cells, potentiator/agonist activation; activation, % at 3.6 µM; 0.37% of 220,000 active; AID 1304; in the data active means activation above about 33%, passing the limit was not always enough;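 further: cells stimulated with NPY at EC10 then isoproterenol at EC100; 0% = low agonist plus stimulus and 100% = saturating agonist plus stimulus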
S1P4 antagonist: blocks the human S1P4 receptor; 0.26% of 220,000 active; inhibition, % at 4.98 µM; AID 1510; S1P4-expressing cells, antagonist mode, reporter read-out; O95977; in the data active means inhibition above about 29%;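 further: 0% = wells stimulated with agonist and 100% = vehicle wells without agonist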
TRPML3 ag: agonists of human TRPML3 channel. HEK293 TRPML3-YFP, Fluo-8 calcium fluorescence; 100% = the carbachol control signal. AID 1448. Q8TDD5. 0.29% of 220,000 active. activation, % at 3 µM;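 active means activation above its plate's cutoff, the mean activation of the plate's test wells plus 3 SD, cut at about 12% in these data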;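 further: 0% = DMSO only wells and 100% = carbachol wells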
Target sequence (Q8TDD5 whole entry, looked up): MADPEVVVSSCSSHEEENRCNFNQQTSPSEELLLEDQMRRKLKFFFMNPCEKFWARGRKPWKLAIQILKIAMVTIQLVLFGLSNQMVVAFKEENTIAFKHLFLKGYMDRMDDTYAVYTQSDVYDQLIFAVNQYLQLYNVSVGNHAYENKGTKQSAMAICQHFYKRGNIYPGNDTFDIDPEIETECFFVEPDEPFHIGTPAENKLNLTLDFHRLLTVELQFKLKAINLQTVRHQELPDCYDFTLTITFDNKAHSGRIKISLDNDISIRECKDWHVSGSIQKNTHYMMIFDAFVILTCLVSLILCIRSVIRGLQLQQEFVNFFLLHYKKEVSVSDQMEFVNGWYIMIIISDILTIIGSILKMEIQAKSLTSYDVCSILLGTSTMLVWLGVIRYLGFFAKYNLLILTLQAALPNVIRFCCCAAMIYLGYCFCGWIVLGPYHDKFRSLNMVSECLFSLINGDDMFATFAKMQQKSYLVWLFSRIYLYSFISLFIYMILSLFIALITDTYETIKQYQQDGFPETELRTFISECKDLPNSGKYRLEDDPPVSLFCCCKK
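Test system: HEK293 cells stably carrying human TRPML3-YFP; Doses: single dose, 3 µM final nominal compound, 0.3% DMSO final; Schedule: dye loading 1 h 37 °C then 30 min ambient, 125 s read; Technique: Fluo-8 calcium fluorescence; Benchmarks: high control carbachol 87 µM, low control DMSO.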
* = called active by the depositor; x = not tested or not shown; & = joins results of further samples. An unsorted share of the library (roughly 6.5% active in at least one column).

SMILES	CHOP inhibitor	NPY2 pot ag	NPY-Y1 antag	zfTRPN1 agonist	S1P4 ag	EP2 modulator	NPY-Y1 PAM-ag	S1P4 antagonist	TRPML3 ag
Brc1ccc(-c2nnc(-c3ccccc3)c(N3CCSCC3)n2)cc1	23.3	-12.0	5.4	-1.6	1.4	19.9	-8.9	-14.2	-0.7
COc1ccc(Cl)cc1C(=O)NCC(c1ccco1)N1CCCC1 (stereo not given)	-3.5	-1.1	5.9	0.0	1.0	28.6	-27.1	-11.2	-0.3
CCC(c1nnnn1Cc1ccco1)N(CCN1CCOCC1)Cc1cc2cc(C)ccc2[nH]c1=O (stereo not given)	55.5	8.5	-1.0	-0.2	0.8	19.0	-4.5	-10.0	0.3
CCCOc1ccc(C2NC(=O)NC2=O)cc1 (stereo not given)	10.1	-1.1	-8.8	0.9	-2.0	27.4	-13.8	0.3	0.3
COc1ccc(-c2nn(-c3ccccc3)cc2/C=C/C(=O)N2CCOCC2)cc1OC	14.1	0.6	4.3	1.6	1.8	-17.8	-2.3	-15.6	-0.3
COc1ccc(-c2cc(N3C(=O)Nc4ccccc4N3O)n[nH]2)cc1	-9.3	5.9	-3.1	2.2	1.8	-10.9	-12.7	4.2	-0.4
CCOC(=O)N1CCN(C(=O)/C(=C/c2cccs2)NC(=O)c2cccs2)CC1	22.2	1.9	-0.7	0.0	0.0	19.0	42.9*	7.5	0.2
Cc1[nH]c2ccccc2c1C(=O)COC(=O)C1CC(=O)N(Cc2ccccc2)C1 (stereo not given)	5.8	6.3	-0.7	1.0	-1.9	-57.6	-4.6	-15.1	0.5
Cc1cccc(Cn2c(=O)n(-c3ccc(CC(=O)NCc4ccco4)cc3)c(=O)c3sccc32)c1	53.1	-2.1	-0.5	1.7	-2.0	-2.7	-0.2	7.4	-0.1
CSCc1cc(N2CCCC2)nc(-c2ccccc2)n1	-15.8	10.6	2.4	-1.7	-0.9	53.1	0.3	-6.3	0.1
Cn1nc(C(C)(C)C)c([N+](=O)[O-])c1C(=O)Nc1cccc2ccccc12	21.7	2.2	x	-0.7	-0.3	-31.8	-12.5	0.5	10.4
CC1CCc2c(C(=O)OCC(=O)Nc3cccc(S(=O)(=O)N4CCCCCC4)c3)csc2C1 (stereo not given)	57.8	-2.4	-0.4	-1.1	-0.5	-13.9	4.7	-6.7	0.4
Cc1cc(NC(=O)CSc2nnc(-c3ccc4c(c3)OCCO4)o2)no1	53.4	0.1	4.2	-0.1	0.7	3.3	-19.9	2.2	0.2
O=C(Nc1nnc(-c2ccc3c(c2)CCCC3)o1)c1ccccc1Cl	40.7	-4.7	9.2	-0.6	-1.0	12.8	-4.8	-9.0	-0.2
Cc1cc(-c2nn3c(-c4ccccc4)nnc3s2)c2ccccc2n1	11.9	-13.5	8.9	-0.8	-1.1	-5.7	-16.6	-3.8	-0.2
CCOC(=O)c1sc2nc(SCC(=O)NCc3ccco3)n(Cc3ccccc3)c(=O)c2c1C	9.8	-1.2	-0.7	0.9	-2.0	-7.0	-5.8	-4.1	1.0
CCCSc1ccc(-c2nn(-c3ccccc3)cc2/C=C(/C#N)C(=O)N2CCOCC2)cc1	5.3	4.5	12.9	0.7	-0.2	37.4	13.6	-3.7	1.1
O=C(O)C1CCCN1C(=O)c1cccs1 (stereo not given)	12.2	8.0	-4.5	1.2	1.8	37.2&-6.9	4.6	3.1	0.4
O=C1c2ccccc2C(Nc2cccc(C(F)(F)F)c2)N1Cc1ccco1 (stereo not given)	49.9	-1.1	14.1	-1.7	0.7	60.7*	-7.7	-22.0	-0.6
O=S(=O)(Nc1cccnc1)c1cccs1	28.8	10.2	-3.0	0.1	-0.4	38.8	0.0	-7.0	-0.9
COc1cccc(/C=C/C(=O)NCc2ccc(S(N)(=O)=O)cc2)c1	9.6	0.2	x	1.0	3.4	-38.3	4.2	-5.4	0.4
COc1ccc(N2COC3c4cccc5cccc(c45)C32)cc1 (stereo not given)	36.4	13.2	-7.7	-0.3	-0.1	27.5	15.6	9.8	-0.2
Cc1ccc(NC(=O)c2ccc(Cn3cc([N+](=O)[O-])cn3)cc2)c(C)c1	55.1	-12.3	-1.2	1.6	0.0	-46.0	-9.6	-19.9	1.8
COc1ccc(NC(=O)Cc2c(SC)c3ccccc3n2Cc2ccccc2)cc1	74.1*	8.0	7.7	2.7	-2.3	22.6	-0.1	-14.4	0.5
CS(=O)(=O)N1CCN(c2ccccc2NC(=O)c2cccnc2Cl)CC1	25.9	3.7	1.2	0.2	0.4	1.9	-11.2	-0.8	-0.1
Cc1ccc(C)c(CSc2nnc([C@@H](N)C(C)C)o2)c1	-3.0	-1.8	5.1	-0.1	-1.0	-8.8	-5.5	-12.6	-0.1
COc1cc(SC)ccc1C(=O)NCCOc1ccc(C)c(C)c1	48.6	-12.5	12.4	-2.7	1.5	-24.8	1.8	0.2	0.4
Cc1ccc(-n2nnnc2Sc2nc([N+](=O)[O-])nn2C)cc1	14.2	-2.5	5.5	0.4	-0.3	5.8	-11.5	-2.2	-0.4
CCOc1ccccc1NC(=O)N1CCC(NC(=O)c2ccccc2C)CC1	8.9	-3.4	1.9	-0.7	-1.1	15.5	5.3	-9.5	-0.2
CCOC(=O)Cc1csc(SCC(=O)Nc2cccc(C#N)c2)n1	21.7	22.9	-0.3	-2.0	0.1	24.1	-3.3	4.1	0.6
Cc1ccc(-n2ncc3c(NCCCN4CCOCC4)ncnc32)c(C)c1	16.1	1.8	1.5	0.9	-2.2	-13.3	-0.3	-8.8	-0.1
COc1ccc(OC)c(S(=O)(=O)Nc2ccc(O)c3ccccc23)c1	35.9	-8.3	-2.4	0.9	1.4	-27.0	-7.6	-1.9	0.8
O=C(COC(=O)/C=C/c1ccccc1)Nc1ccccc1Br	27.9	-10.2	4.2	1.2	-0.5	3.1	-30.2	-6.7	1.0
Cc1c(CCO)sc[n+]1CC(=O)OCCC12CC3CC(CC(C3)C1)C2	-16.4	14.5	-0.5	-0.2	0.2	48.9	5.9	3.6	0.4
C(=N\Nc1nc(-c2ccccc2)cs1)/c1ccco1	6.3	0.6	-7.0	0.7	3.2	-9.3	7.5	3.6	0.7
O=C(COC(=O)c1cccc(S(=O)(=O)N2CCc3ccccc32)c1)NCc1ccco1	33.3	-1.9	6.2	-0.4	1.1	9.0	1.7	-8.2	-0.5
COC(=O)c1nc2n(n1)C(c1ccccc1OC)C1=C(CCCC1=O)N2 (stereo not given)	-21.6	16.0	2.9	-1.1	1.0	-13.1	5.8	-3.0	0.9
CCOC(=O)c1cc(C#N)c(SC)nc1C	20.2	-7.7	x	-2.4	0.2	10.2	9.5	1.6	-0.8
COc1cccc(CNC(=O)CCC2CCCN(c3cc(C)nc(N)n3)C2)c1 (stereo not given)	14.0	-7.4	4.5	2.9	-1.3	-31.6	-23.3	1.3	2.2
CC1(C)OC(=O)N(CC(=O)Nc2cccc(C(F)(F)F)c2)C1(C)O (stereo not given)	5.2	7.2	-2.3	0.9	-0.3	24.8	15.6	0.8	0.6

Next part (two carried over from the part before).
SMILES	CHOP inhibitor	NPY2 pot ag	NPY-Y1 antag	zfTRPN1 agonist	S1P4 ag	EP2 modulator	NPY-Y1 PAM-ag	S1P4 antagonist	TRPML3 ag
COc1cccc(CNC(=O)CCC2CCCN(c3cc(C)nc(N)n3)C2)c1 (stereo not given)	14.0	-7.4	4.5	2.9	-1.3	-31.6	-23.3	1.3	2.2
CC1(C)OC(=O)N(CC(=O)Nc2cccc(C(F)(F)F)c2)C1(C)O (stereo not given)	5.2	7.2	-2.3	0.9	-0.3	24.8	15.6	0.8	0.6
Cc1cccc(-n2c(Cn3nc(C)c([N+](=O)[O-])c3C)n[nH]c2=S)c1	1.9	8.0	-3.0	-0.6	0.3	4.0	10.1	-13.7	0.1
CCC(c1nnnn1CCOC)N(Cc1cc2c(C)cc(C)cc2[nH]c1=O)CC1CCCO1 (stereo not given)	-8.3	0.4	-0.2	0.9	0.2	3.6	-0.3	-11.6	-0.3
Cc1ccc(/C=N/NC(=O)Nc2ccccc2)o1	-27.6	12.7	-5.2	-0.8	-0.9	-22.8	0.7	-7.3	0.0
OCC1(Cc2ccc(Cl)cc2)CCN(Cc2ccccc2F)CC1	11.7	-29.2	12.9	3.9	-1.7	6.9	-27.2	-2.7	1.5
COc1ccc(-c2nc(C)ncc2-c2csc(C)n2)c(O)c1	9.4	6.6	-1.8	-0.6	0.0	-32.0	-2.3	-18.9	0.4
CCOc1ccc(OCc2ccc(C(=O)N3CCCC3)o2)cc1	-47.4	-10.7	4.5	-1.0	-0.8	17.1	-10.6	-4.2	-0.3
COc1ccc(CN2C(=O)[C@@H]3C(c4ccc(F)cc4)=NO[C@@H]3C2=O)cc1	-13.8	10.5	6.9	0.5	1.5	26.1	1.7	-23.1	0.5
O=C1C(=O)N(C2CCCC2)C(=O)N1Cc1c(F)cccc1Cl	0.8	-22.9	-2.8	-1.6	-0.6	17.9	-6.6	-18.0	1.9
COc1ccc(OCCCC(=O)NCCc2ccc(OC)c(OC)c2)cc1	1.2	1.1	7.4	-0.1	0.0	-27.9	-8.6	-11.2	0.2
Cc1cc(=O)[nH]c(SCc2csc(-c3ccccc3)n2)n1	14.3	-23.6	0.5	-0.6	2.7	2.9	-9.0	-20.7	0.0
Cc1cc(C)cc(C(=O)NC2C(=O)N3C(C(=O)O)=C(CSc4nnc(C)s4)CSC23)c1 (stereo not given)	31.7	5.4	-4.3	-0.6	-0.2	7.2	7.3	2.2	-0.4
CS(=O)(=O)c1ccc(Cl)c(NC(=O)COC(=O)c2cccc(C#N)c2)c1	-5.9	-8.4	0.7	0.2	-0.7	8.3	-6.7	-11.7	0.0
Cn1cc(CN(Cc2ccccn2)C[C@@H]2CCC(=O)N2)c(-c2ccccc2F)n1	-7.4	2.6	9.9	-1.3	2.3	-7.3	10.6	-16.1	0.7
Cc1ccc(-n2c(CNC(=O)c3cccs3)nnc2SCC(=O)NO)cc1	-1.5	1.1	0.9	-0.3	-2.1	25.3	-17.9	-11.2	0.1
CC1(C)CC(=O)C2=C(C1)N(c1ccc(Cl)cc1)C(=O)C2(O)C(F)(F)F (stereo not given)	21.9	12.2	-4.8	0.1	0.2	25.9	7.2	-5.7	1.2
CCOc1ccc(NC(C)C(=O)N/N=C/c2ccc([N+](=O)[O-])cc2)cc1 (stereo not given)	-5.0	-1.2	3.0	0.5	1.0	-56.0	8.0	3.3	0.1

By substructure: those above containing a COOH group
SMILES	CHOP inhibitor	NPY2 pot ag	NPY-Y1 antag	zfTRPN1 agonist	S1P4 ag	EP2 modulator	NPY-Y1 PAM-ag	S1P4 antagonist	TRPML3 ag
O=C(O)C1CCCN1C(=O)c1cccs1 (stereo not given)	12.2	8.0	-4.5	1.2	1.8	37.2&-6.9	4.6	3.1	0.4
Cc1cc(C)cc(C(=O)NC2C(=O)N3C(C(=O)O)=C(CSc4nnc(C)s4)CSC23)c1 (stereo not given)	31.7	5.4	-4.3	-0.6	-0.2	7.2	7.3	2.2	-0.4
